mHTT-CaM PPI inh – inhibitors of human mutant huntingtin-calmodulin interaction; inhibition, % at 15 µM; AlphaScreen His-mHTT/GST-CaM binding, luminescence; 190,000 compounds, 3.6% hits; P42858; AID 1671202;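 also: 0% = both proteins with DMSO and 100% = one protein alone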
Target sequence (P42858 whole entry, looked up, stated change not applied): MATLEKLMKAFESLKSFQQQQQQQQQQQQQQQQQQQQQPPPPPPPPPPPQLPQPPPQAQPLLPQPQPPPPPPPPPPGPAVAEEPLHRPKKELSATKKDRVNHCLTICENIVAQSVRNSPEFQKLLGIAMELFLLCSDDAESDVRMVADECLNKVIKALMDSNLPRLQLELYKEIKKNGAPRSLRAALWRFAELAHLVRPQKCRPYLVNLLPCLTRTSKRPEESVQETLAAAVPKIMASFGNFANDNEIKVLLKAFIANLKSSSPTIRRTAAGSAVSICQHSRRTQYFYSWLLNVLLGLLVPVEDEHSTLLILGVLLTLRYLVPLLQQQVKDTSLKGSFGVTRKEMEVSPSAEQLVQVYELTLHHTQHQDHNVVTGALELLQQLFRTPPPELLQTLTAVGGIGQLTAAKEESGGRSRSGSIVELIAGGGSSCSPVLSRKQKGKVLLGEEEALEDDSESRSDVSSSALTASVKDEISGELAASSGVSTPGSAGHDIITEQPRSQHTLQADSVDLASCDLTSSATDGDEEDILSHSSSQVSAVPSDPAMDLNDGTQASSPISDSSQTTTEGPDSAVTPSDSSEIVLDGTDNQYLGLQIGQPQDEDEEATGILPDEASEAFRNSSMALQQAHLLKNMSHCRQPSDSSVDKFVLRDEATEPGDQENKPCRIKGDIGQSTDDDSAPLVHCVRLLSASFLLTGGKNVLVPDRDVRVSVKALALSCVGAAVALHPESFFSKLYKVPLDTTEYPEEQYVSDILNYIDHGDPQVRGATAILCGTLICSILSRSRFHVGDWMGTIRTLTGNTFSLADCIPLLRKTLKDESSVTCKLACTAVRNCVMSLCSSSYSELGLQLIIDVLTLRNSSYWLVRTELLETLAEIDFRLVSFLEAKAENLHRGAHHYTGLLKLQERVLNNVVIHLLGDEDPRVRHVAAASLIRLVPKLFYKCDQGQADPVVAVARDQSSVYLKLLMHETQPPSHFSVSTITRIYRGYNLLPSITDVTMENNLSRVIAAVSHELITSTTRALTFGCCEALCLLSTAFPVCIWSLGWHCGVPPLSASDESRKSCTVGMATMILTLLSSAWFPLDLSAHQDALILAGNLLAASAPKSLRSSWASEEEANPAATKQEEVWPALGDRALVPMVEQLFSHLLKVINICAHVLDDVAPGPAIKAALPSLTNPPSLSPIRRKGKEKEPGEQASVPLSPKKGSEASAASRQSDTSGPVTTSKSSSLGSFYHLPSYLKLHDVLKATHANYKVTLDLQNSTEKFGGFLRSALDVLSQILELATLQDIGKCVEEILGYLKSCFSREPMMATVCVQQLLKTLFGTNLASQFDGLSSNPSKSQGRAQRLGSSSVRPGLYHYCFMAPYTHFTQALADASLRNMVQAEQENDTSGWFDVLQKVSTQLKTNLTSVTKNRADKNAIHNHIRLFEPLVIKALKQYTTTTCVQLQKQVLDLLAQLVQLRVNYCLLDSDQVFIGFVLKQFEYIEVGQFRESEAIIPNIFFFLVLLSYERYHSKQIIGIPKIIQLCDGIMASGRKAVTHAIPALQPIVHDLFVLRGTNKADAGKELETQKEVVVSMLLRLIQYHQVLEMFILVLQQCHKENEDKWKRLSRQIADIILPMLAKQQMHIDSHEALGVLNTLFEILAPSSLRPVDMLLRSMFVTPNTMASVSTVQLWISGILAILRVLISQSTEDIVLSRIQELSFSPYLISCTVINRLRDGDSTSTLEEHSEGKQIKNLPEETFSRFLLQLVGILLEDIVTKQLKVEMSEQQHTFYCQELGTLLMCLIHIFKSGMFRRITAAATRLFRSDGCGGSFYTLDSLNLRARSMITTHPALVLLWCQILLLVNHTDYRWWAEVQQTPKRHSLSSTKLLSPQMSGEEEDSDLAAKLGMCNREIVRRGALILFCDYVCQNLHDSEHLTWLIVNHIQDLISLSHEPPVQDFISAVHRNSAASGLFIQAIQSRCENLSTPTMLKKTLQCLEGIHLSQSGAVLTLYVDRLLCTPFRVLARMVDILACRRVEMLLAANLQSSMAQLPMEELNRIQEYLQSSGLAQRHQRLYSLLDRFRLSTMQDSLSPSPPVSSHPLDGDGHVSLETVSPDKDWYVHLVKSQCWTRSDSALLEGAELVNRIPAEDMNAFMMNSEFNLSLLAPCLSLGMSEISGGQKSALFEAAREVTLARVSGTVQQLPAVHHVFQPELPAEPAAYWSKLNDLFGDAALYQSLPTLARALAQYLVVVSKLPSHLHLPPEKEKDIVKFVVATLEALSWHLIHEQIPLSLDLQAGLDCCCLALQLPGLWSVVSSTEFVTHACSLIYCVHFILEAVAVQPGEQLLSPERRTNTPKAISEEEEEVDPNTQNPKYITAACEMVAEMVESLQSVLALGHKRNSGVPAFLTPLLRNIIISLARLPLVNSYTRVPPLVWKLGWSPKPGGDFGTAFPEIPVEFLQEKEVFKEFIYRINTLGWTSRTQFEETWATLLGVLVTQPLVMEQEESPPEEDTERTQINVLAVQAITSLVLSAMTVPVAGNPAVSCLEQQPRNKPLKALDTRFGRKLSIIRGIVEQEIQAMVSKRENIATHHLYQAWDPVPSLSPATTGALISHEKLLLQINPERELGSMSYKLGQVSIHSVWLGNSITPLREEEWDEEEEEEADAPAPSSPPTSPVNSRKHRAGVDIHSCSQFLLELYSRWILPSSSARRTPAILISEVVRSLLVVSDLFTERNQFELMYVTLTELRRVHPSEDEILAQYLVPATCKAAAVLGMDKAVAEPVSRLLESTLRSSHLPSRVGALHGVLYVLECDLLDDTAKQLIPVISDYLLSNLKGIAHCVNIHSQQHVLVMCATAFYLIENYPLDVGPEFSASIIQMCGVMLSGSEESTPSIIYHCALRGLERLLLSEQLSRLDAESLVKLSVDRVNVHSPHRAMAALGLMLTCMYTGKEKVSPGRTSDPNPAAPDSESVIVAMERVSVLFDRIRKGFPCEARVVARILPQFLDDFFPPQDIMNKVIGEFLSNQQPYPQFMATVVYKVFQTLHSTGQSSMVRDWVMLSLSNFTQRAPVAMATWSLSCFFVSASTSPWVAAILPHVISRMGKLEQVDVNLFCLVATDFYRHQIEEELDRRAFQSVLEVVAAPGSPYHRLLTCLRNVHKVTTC
Pf apPOL block – Pf-apPOL DNA polymerase inhibition; Recombinant Pf-apPOL, molecular beacon fluorescence, 1.5 h; inhibition, % at 10 µM; 210,000 compounds, 0.25% hits
* hit, by the source's call; i = inactive; · = no result given; & = joins results of further samples. Rule as the data show it: active = inhibition above about 50%; inactive = the rest.

Screens in order: mHTT-CaM PPI inh, Pf apPOL block
O=C1c2ccccc2C(=O)N1CN(CCc1ccc(F)cc1)CN1C(=O)c2ccccc2C1=O
    -4.0, -2.1
Cc1cc(C)n(-c2cc(N3CCN(C(=O)C(C)C)CC3)ccc2[N+](=O)[O-])n1
    1.0, -6.0
Cc1nc(S(=O)(=O)N2CCCC(c3nc(CNC(=O)C4CCC4)cs3)C2)cn1C (centres undefined)
    -7.7, -2.4
COc1ccc(C2Nc3ccccc3C3C=CCC32)cc1[N+](=O)[O-] (centres undefined)
    86.0*, 0.3
COc1ccccc1CNC(=O)C1CCCN(c2nccc(C)n2)C1 (centres undefined)
    3.6, -2.0
Cc1ccc(C2C(C#N)=C(N)N(c3ncn[nH]3)C3=C2C(=O)CCC3)cc1 (centres undefined)
    1.0, -2.1
CC(=O)Nc1nc2ccccc2n1Cc1ccccc1Cl
    5.9, 3.4
O=C(NCCN1CCCC1)c1ccc(NC(=O)C2CC2)cc1N1CCCCCC1
    6.9, 0.2
Cc1cc(OCc2nc(-c3ccncc3)no2)ccc1Br
    2.0, -5.2
CCc1ccccc1N1CCN(C(=O)c2ccccc2C)C(C)C1=O (centres undefined)
    -2.9, -2.8
CC(C)(C)c1ccc(-c2cc(=O)c3cc(NC(=O)C=Cc4ccccc4)ccc3o2)cc1
    0.2, -4.6
O=C(NC(=O)c1csnn1)Nc1ccc(F)c(Cl)c1
    ·, -1.2&2.2
COc1cc(NC(=O)COc2ccc(C)cc2C)ccc1NC(=O)c1ccco1
    10.3, 0.4
COCCn1c(SCc2ccccc2Cl)nc2cc(C(=O)NC(C)C)ccc2c1=O
    -7.0, 3.6
O=[N+]([O-])c1ccc(CSc2ccc(Cl)cc2)c(Cl)c1
    ·, 2.0
CCOC(=O)CCC(=O)N1CC(c2nc(C)no2)C1
    -12.2, -2.2
Cc1ccc(-n2c(SCC(=O)c3cccc([N+](=O)[O-])c3)nc3[nH]ncc3c2=O)cc1C
    45.0, -5.3
Cc1cc(Br)ccc1NC(=O)CCS(=O)(=O)c1ccc(Br)s1
    -4.0, -10.3
Cc1cc(C)n(-c2nc(N3CCOCC3)nc(N3CCOCC3)n2)n1
    -2.3, ·
O=C(C[n+]1ccc(CCSc2ccc(F)cc2)cc1)c1ccccc1
    23.0, 0.6
O=C(CN1CCCC1)N1CCN(C(=O)c2ccccc2)C1
    -7.0, 0.3
O=C(CCSc1nc2ccccc2o1)N1CCc2cc([N+](=O)[O-])ccc21
    ·, -1.5
Cn1c(=O)c2c(ncn2CCN2CCOCC2)n(C)c1=O
    ·, 2.7
CCc1cc2c(=O)c(-c3ccc(Br)cc3)coc2cc1OC
    -5.1, -1.7
CCOC(=O)c1cccc(CON=C(C)c2ccc(Cl)c(Cl)c2)c1
    ·, 1.0
COc1ccc(-c2c(C)oc3cc(OCc4ccc([N+](=O)[O-])cc4)ccc3c2=O)cc1OC
    23.8, -7.7
O=C(O)c1cc(C23CC4CC(CC(C4)C2)C3)n(-c2ccccc2)n1
    2.0, 1.6
O=C1C2C3C=CC(C3)C2C(=O)N1c1ccc(Cl)c(C(F)(F)F)c1 (centres undefined)
    -2.0, 3.3
CN(C)c1ccc(CNc2ccc(-c3nc(-c4ccc(F)cc4)no3)cn2)cc1
    -2.4, 1.7
Cc1ccc(NC(=O)COc2ccccc2C(=O)NC(C)c2ccccc2)cc1[N+](=O)[O-] (centres undefined)
    25.6, -1.2
COc1ccc(CN2CC(C(=O)N3CCC4(CC3)OCCO4)CC2=O)cc1 (centres undefined)
    5.0, -18.7
Cc1cc(C)nc(NC(c2ccco2)c2ccc3cccnc3c2O)n1 (centres undefined)
    100.0*, -3.2
Cc1ccc(C(=O)Nc2ccc(C)c(C)c2)cc1
    -18.1, 5.8
COc1ccc2c(c1)/C(=N/OC(=O)c1ccc(OC)c(OC)c1)CCC2
    i, 6.3
CCOc1ccccc1C1C2=C(CC(C)(C)CC2=O)Nc2nnnn21 (centres undefined)
    -3.0, -2.6
O=C(NC1CCCN(c2cc(N3CCCC3)ncn2)C1)c1ccccc1 (centres undefined)
    3.8, -5.3
O=C(NCC1COC2(CCCC2)O1)C12CC3CC(CC(C3)C1)C2 (centres undefined)
    -4.9, -5.8
COc1ccc(-n2cc(-c3ccccc3)c3c(NCC(C)O)ncnc32)cc1 (centres undefined)
    47.0, -0.7
O=C(NCc1ccccc1)C1CCN(S(=O)(=O)c2cccs2)CC1
    -3.1, 24.6
O=[N+]([O-])c1ccc(N2CCOCC2)cc1NC1CC1
    13.7, -6.8
NC(=O)CN1CCCCCC1=O
    0.5, -3.6
COc1ccc(C(=O)N2CCC(COc3ccc(C(=O)NC(C)C)cc3)CC2)cc1F
    21.9, 1.2
CCOc1c(I)cc(/C=c2\sc3nc4ccccc4n3c2=O)cc1OC
    0.0, 4.9
FC(F)(F)c1cc(Sc2cc(C(F)(F)F)nc3ccccc23)c2ccccc2n1
    ·, -6.3
O=[N+]([O-])c1ccc(-c2nc(C=Nc3ccc4c(c3)OCCO4)c(O)o2)cc1
    4.0, 0.5
COc1ccc(OC)c(C2CC(=O)Nc3c2c(C)nn3-c2nc3ccccc3s2)c1 (centres undefined)
    -8.0, 0.2
Cc1ccc(NC(=O)c2cc([N+](=O)[O-])ccc2N2CCCC2)cc1
    20.9, -1.2
O=C(c1ccc(F)cc1)c1coc2ccc(Cl)cc2c1=O
    5.5, 7.2
CCCCCCCCCCCCCCCCCC(=O)NCC1CCCO1 (centres undefined)
    -2.3, ·
Cc1cccc(C)c1Oc1ccc(NS(C)(=O)=O)cn1
    -3.3, -2.2
N#C/C(=C\c1cccc(Br)c1)c1nc2ccccc2[nH]1
    2.9, -2.4
CCCNC(=O)C1CCN(c2nccnc2Sc2ccccc2)CC1
    -11.2, -2.4
O=C(Cc1ccc([N+](=O)[O-])cc1)Nc1cc(C(F)(F)F)ccc1Cl
    ·, 1.6
O=C(Nc1cccc(-c2ccc(N3CCOCC3)nn2)c1)c1ccc([N+](=O)[O-])cc1Cl
    28.0, -2.0
COc1cccc(NC(=O)NC2(C(F)(F)F)Oc3ccc(Cl)cc3O2)c1 (centres undefined)
    -6.0, 0.8
Cc1cccc(-c2cc(C(=O)NC3CCC3)no2)c1
    -13.8, -5.6
Cc1ccc(Sc2nccnc2N2CCC(C(=O)NC(C)C)CC2)cc1
    -3.4, -1.2
Fc1ccc(C2Nc3ccccc3C3C=CCC32)cc1 (centres undefined)
    87.0*, 15.9
CN1CCN(NC(=O)Nc2ccc(Cl)c(Cl)c2)CC1
    9.2, 1.8
COC(=O)c1ccc(NC(=O)C(=O)NCC(C)(O)C2CC2)cc1 (centres undefined)
    -15.9, -0.1

Going on with the list.
Screens in order: mHTT-CaM PPI inh, Pf apPOL block
COc1c(C)cccc1C1=N/C(=C/c2cccc([N+](=O)[O-])c2)C(=O)O1
    2.0, 2.2
Cc1ccccc1CC(=O)N1CCc2nc(-c3ccc(F)cc3)ncc2C1
    -2.9, -2.5
CCN(CC)c1ccc2cc(C(N)=O)c(=Nc3ccc(C(N)=O)cc3)oc2c1
    -7.0, -2.2
NC(=NOC(=O)c1ccc([N+](=O)[O-])o1)c1ccc(Oc2ccc(C(F)(F)F)cc2[N+](=O)[O-])cc1
    ·, -2.8
COc1ccc(-c2c(C)c3cc(OC(=O)c4ccc([N+](=O)[O-])cc4)ccc3oc2=O)cc1
    2.0, 1.0
CC(C)C(=O)N1CCN(c2nc3c(s2)CC(C(=O)NCCc2ccncc2)CC3)CC1 (centres undefined)
    10.7, -2.0
Cc1cccc(CNC(=O)C2CCN(c3cnc4nccnc4c3)CC2)c1
    10.8, -1.3
O=C(c1ccco1)N1CCC(n2c(-c3ccoc3)nc3cccnc32)C1 (centres undefined)
    5.4, 8.6
CCCC12CN3CC(C)(CN(C1)C31CCCC1)C2=O
    3.0, -4.5
Cc1ccc(NC(=O)c2ccc(C(C)(C)C)cc2)c([N+](=O)[O-])c1
    21.2, -8.6
Cc1cccc(OCC(=O)N2CCC(c3ccncc3)CC2)c1
    -6.5, -4.4
Cc1cc(C)c(S(=O)(=O)Nc2ccc(N3CCCS3(=O)=O)cc2)cc1C
    2.1, -3.4
O=C(CCS(=O)(=O)Cc1ccccc1F)N1CCC2(CC1)OCCO2
    -5.0, -16.0
CC(C)CCNc1ccc(-c2nc(-c3ccc(F)cc3)no2)cn1
    -3.1, 1.2
Cc1nc(SCc2ccccc2)nc2c1CCCC2
    -27.1, 0.3
O=C(Nc1ccccc1Br)C(Cc1ccccc1)N1C(=O)c2ccccc2C1=O (centres undefined)
    -9.1, -5.0
N#Cc1cc([N+](=O)[O-])cnc1SCC(=O)Nc1ccccc1
    -3.6, -1.6
O=C(NCc1ccccc1Cl)C(=O)NCC1(CO)CC1
    -12.3, -12.1
CC(=O)C1=C(C)NC(SCC(=O)c2ccc(C)c(C)c2)=C(C#N)C1c1cccs1 (centres undefined)
    -33.1, 1.2
COc1ccc(C2=NC3(CCN(Cc4ccccc4F)CC3)NC2=O)cc1
    20.3, -4.9
Cc1nc2c(Br)cc(Br)cc2c(=O)o1
    -6.8, ·
N#CCCc1cccc(NC(=O)c2cc3n(n2)C(C(F)(F)F)CC(c2ccc(Cl)cc2)N3)c1 (centres undefined)
    74.0*, -0.1
Cc1cccc(NC(=O)c2cc3n(n2)C(C(F)(F)F)CC(c2ccc4c(c2)OCO4)N3)c1 (centres undefined)
    29.0, -5.7
FC(F)(F)c1ccc(N2CCN(c3ccccc3)CC2)nc1
    -7.0, -7.2
Cc1ccc2c(c1[N+](=O)[O-])C(=O)c1ccccc1C2=O
    3.0, -0.8
O=C(Nc1ccc(F)c(F)c1)c1csc(NS(=O)(=O)c2ccccc2)n1
    4.1, 4.4
N=Cc1c(-c2ccccc2)[nH]n(-c2nc3ccccc3s2)c1=O
    6.0, -0.3
CCC(=O)c1ccc(N2CCCC2)c(F)c1
    -20.5, -3.1
CCNC(=O)N1CC(c2nc(-c3cccnc3)no2)C2(CCOCC2)C1 (centres undefined)
    -0.2, -8.0
Cc1ccc(CC(CC(=O)O)C(=O)Nc2cccc([N+](=O)[O-])c2)cc1 (centres undefined)
    -1.5, -11.0
Cc1nc2ccccc2nc1C
    ·, -1.3
CCc1ccc(NC(=O)N2CCCC(C)(C(=O)NCc3ccc(F)cc3)C2)cc1 (centres undefined)
    -2.0, 2.3
COc1ccc(COc2cc(-c3cccc(OC)c3)nc3ccc(NC(=O)c4ccc(C)cc4)cc23)cc1
    6.1, -5.8
CCOc1ccc2c(=O)c(-c3ccc4c(c3)OCCO4)c(C)oc2c1C
    -1.4&3.0&30.1, -3.1&-3.1&-5.3
CCCCCCn1cc(CN2CC(N(C)C)CS2(=O)=O)nn1 (centres undefined)
    -0.5, -4.0
CC(=O)N1CCc2cc(N3CC(C(=O)Nc4ccccc4C(C)C)CC3=O)ccc21 (centres undefined)
    14.6, -4.4
CCOc1ccc(C2C(N3C(=O)c4ccccc4C3=O)C(=O)N2c2ccc(Cl)cc2)cc1 (centres undefined)
    10.0, -4.6
Cc1noc(C)c1CCC(=O)NC1CCN(c2ncnc3c2CCC3)C1 (centres undefined)
    2.1, -7.8
CC1CN(C(=O)CSc2ccccc2)CC(C)O1 (centres undefined)
    -1.0, 0.2
CCCn1c(C2CCN(Cc3ccc(N(C)C)cc3)C2)nc2cccnc21 (centres undefined)
    41.6, -5.1
O=[N+]([O-])c1cc(Br)cc2cc[nH]c12
    10.7, ·
C#CC1(OCC(O)CN2CCOCC2)CCCCC1 (centres undefined)
    3.2, -8.2
COc1ccc(Cl)cc1NS(=O)(=O)c1ccc([N+](=O)[O-])cc1
    12.0, -1.1
CSC1=NCCN1C(=O)c1c(F)cccc1F
    8.0, 10.7
COc1cccc(C(=O)NCc2[nH]nc3ccccc23)c1
    51.9*, -4.5
O=C(c1cccc(Cl)c1)N1CCc2nc(Cc3cccc(F)c3)[nH]c(=O)c2C1
    7.5, 6.1
COc1ccc(NC(=O)C2CCN(C(=O)c3ccc(F)cc3)CC2)c(OC)c1
    3.2, 3.3
Cc1nnc(NC(=O)CSc2nc(N)cc(N)n2)s1
    -1.4, -0.6
CCOC(=O)c1sc(NC(=O)c2noc3c2CCCCC3)c(C(=O)OCC)c1C
    -12.1, -3.9
O=C(Nc1ccc([N+](=O)[O-])cc1Br)c1cccs1
    7.6, -12.4
Cc1ncc(CO)c2cc(C(=O)Nc3cccc(F)c3)c(=N)oc12
    13.0, 1.9
Cc1ccc(CCN2CC(C(=O)NCCC(C)C)CC2=O)cc1 (centres undefined)
    -8.9, -5.5
Cc1cc(-c2nc3ccccc3[nH]2)c2ccccc2n1
    19.1, -8.9

Gathered by group: those above containing a CF3 group.
Screens in order: mHTT-CaM PPI inh, Pf apPOL block
O=C1C2C3C=CC(C3)C2C(=O)N1c1ccc(Cl)c(C(F)(F)F)c1 (centres undefined)
    -2.0, 3.3
FC(F)(F)c1cc(Sc2cc(C(F)(F)F)nc3ccccc23)c2ccccc2n1
    ·, -6.3
O=C(Cc1ccc([N+](=O)[O-])cc1)Nc1cc(C(F)(F)F)ccc1Cl
    ·, 1.6
COc1cccc(NC(=O)NC2(C(F)(F)F)Oc3ccc(Cl)cc3O2)c1 (centres undefined)
    -6.0, 0.8
NC(=NOC(=O)c1ccc([N+](=O)[O-])o1)c1ccc(Oc2ccc(C(F)(F)F)cc2[N+](=O)[O-])cc1
    ·, -2.8
N#CCCc1cccc(NC(=O)c2cc3n(n2)C(C(F)(F)F)CC(c2ccc(Cl)cc2)N3)c1 (centres undefined)
    74.0*, -0.1
Cc1cccc(NC(=O)c2cc3n(n2)C(C(F)(F)F)CC(c2ccc4c(c2)OCO4)N3)c1 (centres undefined)
    29.0, -5.7
FC(F)(F)c1ccc(N2CCN(c3ccccc3)CC2)nc1
    -7.0, -7.2

Assay outcomes deposited in PubChem by University of Kansas High Throughput Screening Laboratory.
